Assay outcomes from PubChem BioAssay.
TexasRed autofl: compounds fluorescent in Texas Red spectral region | AID 587 | 59,000 tested, 0.06% active | Compound fluorescence, Texas Red channel, 547/618 nm; active compounds read high | max dye-equivalent concentration, M; in the data active = max dye-equivalent concentration above about 10 nM; inconclusive = between about 1.1 nM and that limit
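Dye-equivalent concentrations come from scaling compound signal (ex 547, em 618 nm) to six Texas Red standard concentrations run on every plate, after 15 min room-temperature incubation in pH 8.0 Tris (100 mM).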
HEK293 cAMP ctrl: raises cAMP in parental HEK293 cells, TSHR agonist counter-screen; AID 938; Potency, µM (titrated, usually from 57.1 µM), for the others: at the highest dose activation, usual class: activators; parental HEK293 CNG cAMP sensor, membrane potential fluorescence; 73,000 tested, 2.5% active; also: potency is read from the fitted curve at half-maximal effect; % of control where 0% means no effect; nearly all actives have a fitted effect of over 55% in size
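Counterscreen for endogenous-receptor signalling: CNG-channel HEK 293 cells report cAMP rise by membrane depolarization. After 60 min dye equilibration with 100 uM RO 20-1724, compounds incubated 30 min before bottom-read fluorescence at 590 nm.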
4MU fluor: compound fluoresces in the 4-MU spectral region; compound autofluorescence, 340/450 nm, 4-MU equivalents; active compounds read high; max dye-equivalent concentration, M; 59,000 tested, 11% active; AID 589; in the data active = max dye-equivalent concentration above about 10 nM; inconclusive = mostly about 1.1 nM to 9.6 nM
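Compounds in 100 mM Tris, pH 8.0, incubated 15 min at room temperature, then fluorescence read at 340 nm excitation/450 nm emission. Signal converted to 4-MU dye-equivalent concentration using an on-plate six-point 4-MU standard curve.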
Casp1 inh: caspase-1 (human) inhibition, allosteric or competitive; Caspase-1 enzyme, Ac-WEHD-AFC fluorogenic rate; Potency, µM (top dose mostly 57.5 µM), for the others: at the top dose activity change, negative = inhibition, hits mostly inhibitors; AID 900; P29466; 75,000 tested, 0.03% active;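 also: potency is read from the fitted curve at half-maximal effect; plate controls were vehicle for no effect and no substrate for full effect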
Target sequence (P29466 120-297 limits assumed): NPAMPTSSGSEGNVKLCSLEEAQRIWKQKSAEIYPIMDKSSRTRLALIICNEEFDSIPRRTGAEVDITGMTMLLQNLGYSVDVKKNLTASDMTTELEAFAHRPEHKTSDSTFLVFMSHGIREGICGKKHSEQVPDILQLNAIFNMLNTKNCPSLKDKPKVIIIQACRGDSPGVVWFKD
Target sequence (P29466 317-404 limits assumed): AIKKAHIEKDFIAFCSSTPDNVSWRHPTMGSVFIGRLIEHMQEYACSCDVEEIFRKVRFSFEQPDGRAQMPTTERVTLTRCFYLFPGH
USP2a inh: blocks human ubiquitin-specific protease USP2a; USP2a enzymatic assay, qHTS inhibition; Potency, µM (highest dose often 38.3 µM), for the others: top-dose activity change, negative = inhibition, actives largely listed as inhibitors; 60,000 tested, 0.1% active; AID 927;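 also: potency is read from the fitted curve at half-maximal effect; nearly all actives have a fitted effect of over 60% in size; plate controls were DMSO for no effect and NEM full inhibition control for full effect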
Target sequence (O75604 whole entry, looked up): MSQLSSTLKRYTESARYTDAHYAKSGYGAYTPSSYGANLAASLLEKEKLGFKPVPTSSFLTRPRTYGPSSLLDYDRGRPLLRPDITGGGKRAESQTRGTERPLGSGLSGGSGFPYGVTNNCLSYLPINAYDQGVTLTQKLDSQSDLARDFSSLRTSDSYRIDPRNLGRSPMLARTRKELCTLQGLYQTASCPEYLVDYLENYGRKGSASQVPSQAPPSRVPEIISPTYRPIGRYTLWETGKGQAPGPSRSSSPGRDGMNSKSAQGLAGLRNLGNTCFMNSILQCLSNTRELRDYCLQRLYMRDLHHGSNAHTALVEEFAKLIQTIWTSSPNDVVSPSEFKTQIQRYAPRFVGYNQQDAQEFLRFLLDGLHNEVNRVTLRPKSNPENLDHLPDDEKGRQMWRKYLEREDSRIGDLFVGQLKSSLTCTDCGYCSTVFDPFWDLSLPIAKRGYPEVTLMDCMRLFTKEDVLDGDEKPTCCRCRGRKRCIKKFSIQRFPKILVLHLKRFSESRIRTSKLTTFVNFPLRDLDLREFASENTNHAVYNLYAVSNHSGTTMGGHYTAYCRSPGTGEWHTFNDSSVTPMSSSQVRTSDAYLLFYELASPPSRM
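USP2 core (20 nM final) was preincubated with compound for 30 min at RT in 20 mM Tris-HCl pH 8.0, 2 mM CaCl2, 2 mM beta-mercaptoethanol; Ub-PLA2 (20 nM) plus NBD C6-HPC (20 uM) then added, fluorescence read after 2.5 h.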
Rhodamine autofl: compound fluoresces in the rhodamine spectral region; Rhodamine-region fluorescence, 547/598 nm, Tris buffer; active compounds read high; max dye-equivalent concentration, M; 59,000 tested, 0.05% active; AID 594; in the data active = max dye-equivalent concentration above about 11 nM; inconclusive = between about 1.1 nM and that limit
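Intensities are converted to rhodamine-equivalent concentration using a six-point rhodamine standard on each plate. Compounds sit 15 min at room temperature in 100 mM Tris buffer, pH 8.0; read uses the 547/598 nm excitation/emission pair.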
BRCT inh green: inhibitors of human BRCA1 BRCT-phosphoprotein interaction (green fluorophore); 75,000 tested, 0.05% active; BRCA1 BRCT-phosphopeptide binding, green fluorescence polarization; Potency, µM (titrated, usually from 76.9 µM), for the others: at the top dose activity change, negative = inhibition, most hits filed as inhibitors;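 also: potency is read from the fitted curve at half-maximal effect; plate controls were peptide without protein for full effect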
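Fluorescence polarization: His-tagged BRCT (~35 kDa BRCA1 C-terminus, 250 nM) bound to 100 nM fluorescein-labeled phosphorylated 10-aa BACH1 peptide, pH 7.3 phosphate buffer with DTT and Tween 20. Compounds incubated 12 min at room temperature; inhibition read as lowered polarization.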
Casp7 inh: caspase-7 (human) inhibition, allosteric or competitive | recombinant caspase-7, Ac-DEVD-AFC fluorescence rate | Potency, µM (highest dose often 57.5 µM), for inactives: at the highest dose activity change, negative = inhibition, most hits filed as inhibitors | 75,000 tested, 0.02% active; active = well fitted inhibition curve with a large enough effect in the main read-out, with a control signal flat, not every such curve was filed as active; inconclusive = small, poorly fitted or top-dose-only effect, or a change in a side signal; also: potency is read from the fitted curve at half-maximal effect; % of control where 0% means no effect
Fluorescein autfl: fluorescein region autofluorescence; Compound autofluorescence, 480/540 nm, fluorescein-equivalent; active compounds read high; max fluorescein-equivalent concentration, M; 59,000 tested, 0.91% active; AID 593; in the data active = max fluorescein-equivalent concentration above about 10 nM; inconclusive = between about 1.1 nM and that limit
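Read-out is intrinsic compound fluorescence at 480/540 nm (excitation/emission), expressed as dye-equivalent concentration using a fluorescein standard series run on every plate. Compounds sat 15 min at room temperature in 100 mM Tris, pH 8.0.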
BRCT inh red: disrupts BRCA1 BRCT binding to phosphoprotein, red fluorophore readout. BRCT-phosphopeptide binding, red fluorescence polarization. Potency, µM (highest dose often 76.9 µM), for the others: at the top dose activity change, negative = inhibition, hits mostly inhibitors. 75,000 tested, 0.03% active; also: % is scaled to controls: 0 for no effect and ±100 for the full control effect
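Fluorescence polarization: 100 nM His-tagged BRCA1 BRCT with 100 nM TAMRA-labelled phospho-BACH1 decapeptide, phosphate buffer pH 7.3 with 150 mM NaCl, DTT, 0.01% Tween 20; 12 min RT. Binding inhibition seen as FP decrease.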
A350 fluor: A350 region autofluorescence | max dye-equivalent concentration, M | 59,000 tested, 11% active | Compound autofluorescence, 340/450 nm, Alexa 350 dye-equivalents; active compounds read high; in the data active = max dye-equivalent concentration above about 10 nM; inconclusive = mostly about 1.1 nM to 9.6 nM
Active calls of the source: *; i = inactive; ? = inconclusive; . = no result given; [ ] = another dose, or the depositor's remark. Unless noted, calls follow the shape of the dose curve; as a rule, active = well fitted curve in the direction sought with a large enough effect; inconclusive = small, poorly fitted or top-dose-only effect, or another doubt; inactive = no such curve, though single readings can be large; an effect the other way counts as inactive or inconclusive.

A first look:
Each structure is followed by: Casp7 inh | BRCT inh green | TexasRed autofl | USP2a inh | Fluorescein autfl | HEK293 cAMP ctrl | Rhodamine autofl | A350 fluor | BRCT inh red | Casp1 inh | 4MU fluor
Cc1ccccc1P(=O)(CO)c1ccccc1C
  -0.9% | -1.7% | . | -1.0% | . | -2.7% | . | . | 0.2% | -1.4% | .
NCCCCCc1nnc(SCc2cccc(Cl)c2)o1
  -0.4% | -1.1% | ? | 1.0% | ? | 18.3% | i | ? | -0.1% | -3.3% | i
CC(C)CCNC(=O)NC(=O)CSc1nnc2ccccn12
  0.2% | -1.2% | i | -6.2% | ? | 7.4% | i | i | -2.5% | 1.4% | i

All compounds of this part, from the start:
Each structure is followed by: Casp7 inh | BRCT inh green | TexasRed autofl | USP2a inh | Fluorescein autfl | HEK293 cAMP ctrl | Rhodamine autofl | A350 fluor | BRCT inh red | Casp1 inh | 4MU fluor
Cc1ccccc1P(=O)(CO)c1ccccc1C
  -0.9% | -1.7% | . | -1.0% | . | -2.7% | . | . | 0.2% | -1.4% | .
NCCCCCc1nnc(SCc2cccc(Cl)c2)o1
  -0.4% | -1.1% | ? | 1.0% | ? | 18.3% | i | ? | -0.1% | -3.3% | i
CC(C)CCNC(=O)NC(=O)CSc1nnc2ccccn12
  0.2% | -1.2% | i | -6.2% | ? | 7.4% | i | i | -2.5% | 1.4% | i
CCCn1c(SCC(=O)Nc2nccs2)nnc1-c1cccnc1
  -0.3% | -0.5% | ? | 4.6% | ? | 20.6% | i | i | -1.2% | 2.3% | i
CCCCOc1ccc(C(=O)O)cc1
  6.5% | -2.3% | ? | -7.9% | ? | 6.1% | i | i | 0.6% | 0.5% | i
COc1cccc(-c2nnc(SCc3ccc(C#N)cc3)n2Cc2ccco2)c1
  -0.4% | 1.2% | ? | 19.3% | i | 6.31µM* | i | i | -2.5% | -2.5% | i
COc1ccccc1-c1nnc(SCC(=O)N2CC(C)CC(C)C2)o1 (stereo unspecified)
  1.2% | -3.0% | ? | -29.9% | ? | 13.8% | i | i | -3.7% | -2.0% | i
Cc1ccccc1CNc1ncnc2c1ncn2[C@@H]1O[C@@H](CO)[C@H](O)[C@@H]1O
  0.9% | -2.3% | ? | 2.9% | 2e-08M* | 7.94µM* | i | i | 1.0% | -1.4% | i
CN(C)c1ccc(C(=O)c2ccc(N(C)C)c(N)c2)cc1N
  -1.2% | -4.6% | i | 9.5% | i | 0.7% | i | i | -0.1% | -1.8% | i
O=C(O)COc1ccc(-c2nnn(Cc3ccccc3F)n2)cc1
  -2.6% | -0.3% | i | -1.4% | i | 1.9% | i | i | 0.5% | 1.3% | i
Cc1nc(N2CCN(S(=O)(=O)c3cccc4nonc34)CC2)c2c3c(sc2n1)CCCC3
  0.7% | -1.4% | i | 7.2% | i | -6.9% | i | 2.87e-08M* | 0.4% | 1.4% | 2.62e-08M*
O=C(O)CCC/C=C\C[C@@H]1CO[C@H](C(F)(F)F)O[C@@H]1c1ccccc1O
  -1.6% | -1.0% | . | . | . | 25.5% | . | . | -1.8% | 2.7% | .
O=C(NCCCn1ccnc1)c1cc(S(=O)(=O)N2CCOCC2)c(Cl)cc1Cl
  3.0% | 0.1% | i | -9.9% | ? | -1.9% | i | i | -1.5% | 1.8% | i
Cc1cc(=O)n2c3c(sc2n1)C(=O)N(Cc1ccccc1)C3=O
  3.8% | -2.1% | i | . | i | 1.0% | i | i | 0.9% | 2.5% | i
CCOC(=O)C(CCc1ccccc1)NC1CCc2ccccc2N(CC(=O)O)C1=O (stereo unspecified)
  -17.5% | -3.2%[3.08 µM] | . | 15.0% | . | . | . | . | -1.2% | -11.7% | .

(list continues)
Each structure is followed by: Casp7 inh | BRCT inh green | TexasRed autofl | USP2a inh | Fluorescein autfl | HEK293 cAMP ctrl | Rhodamine autofl | A350 fluor | BRCT inh red | Casp1 inh | 4MU fluor
CC1Cc2ccccc2N1C(=O)COC(=O)Cn1cnc2ccccc2c1=O (stereo unspecified)
  -0.5% | 1.0% | ? | 23.0% | ? | 21.8% | i | ? | 0.0% | 1.7% | ?
CCOC(=O)N1CCN(c2nc(-c3ccco3)cc(C(F)(F)F)n2)CC1
  4.5% | -2.7% | i | -4.1% | ? | ? | i | ? | 1.6% | 4.2% | ?
Cc1cccc(Cn2c(CN3CCN(Cc4ccccc4)CC3)nc3c2c(=O)[nH]c(=O)n3C)c1
  -1.0% | -1.1% | . | . | . | -1.4% | . | . | 0.5% | -3.8% | .
O=C(c1ccccc1)N1CCN(Cc2ccccc2Br)CC1
  -2.0% | -2.4% | i | 5.0% | i | -2.6% | i | i | -0.1% | 0.4% | i
CN(C)c1ccc(C(=C2C=CC(=[N+](C)C)C=C2)c2ccccc2)cc1
  -2.4%[11.5 µM] | 0.2%[15.4 µM] | i | . | ? | 6.4%[11.4 µM] | i | i | 0.6%[15.4 µM] | 0.3%[11.5 µM] | i
COc1ccc(NC(=O)C(NS(=O)(=O)c2ccc3c(c2)CCCN3C(C)=O)C(C)C)c(OC)c1 (stereo unspecified)
  0.5% | 0.6% | i | 18.9% | i | 2.2% | i | i | 0.1% | 0.9% | i
NCCC(=O)N[C@@H](Cc1cnc[nH]1)C(=O)O
  3.3% | -4.0% | i | . | i | 0.6% | i | i | -0.3% | 0.6% | i
Cc1[nH]c2ccc(-c3nnc(SCC(=O)c4ccccc4F)o3)cc2c1C
  -5.7% | 3.0% | ? | 33.8%[activator] | i | -1.4% | i | ? | -0.4% | 1.9% | i
O=C(NCCCn1ccnc1)Nc1cccc(Cl)c1
  -0.9% | 0.7% | i | -4.0% | ? | 0.0% | i | i | -0.2% | -0.3% | i
CCOC(=O)CNC(=O)c1c2c(nc3ccccc13)CCCC2
  -2.5% | -1.5% | . | . | . | 5.5% | . | . | 1.0% | 0.5% | .
COc1ccc(CC(=O)Nc2nc3n(n2)C(c2ccccc2)CC(=O)N3)cc1OC (stereo unspecified)
  1.0% | 0.7% | i | -4.5% | i | 9.5% | i | i | 0.8% | 0.8% | i
CCn1cc(C(=O)NCc2ccc(OC)cc2OC)c(=O)c2ccc(C)nc21
  2.3% | -1.3% | i | . | i | 12.7% | i | i | 0.2% | -3.0% | i
Cc1ccc(C2(c3ccc(C)cc3)NC(=O)N(Cc3c(C)noc3C)C2=O)cc1
  -2.1% | 0.9% | ? | 29.4% | ? | ? | i | i | 1.5% | -0.3% | i
Cc1c(CCC(=O)O)c(=O)oc2cc3occ(-c4ccc(F)cc4)c3cc12
  -0.6% | 4.8% | i | 25.9% | i | -7.5% | i | 3.17e-08M* | -3.0% | -9.2% | 2.58e-08M*
COC(=O)c1nc(NC2=NCCCCC2)n[nH]1
  -0.8% | -0.7% | i | -2.6% | i | 6.6% | i | i | 0.7% | 0.4% | i

Additional records:
Each structure is followed by: Casp7 inh | BRCT inh green | TexasRed autofl | USP2a inh | Fluorescein autfl | HEK293 cAMP ctrl | Rhodamine autofl | A350 fluor | BRCT inh red | Casp1 inh | 4MU fluor
CS(=O)(=O)N(CC(=O)N1CCN(c2cccc(Cl)c2)CC1)C1CCCCC1
  -2.0% | 0.2% | i | 8.5% | ? | 11.6% | i | i | -0.5% | 0.3% | i
COc1ccc(C2C(C(=O)OC3CCCCC3)=C(C)Nc3nnnn32)c(OC)c1OC (stereo unspecified)
  0.9% | -1.7% | i | 12.4% | ? | 12.0% | i | i | 0.2% | -0.1% | i
CO[C@H]1OC[C@@]2(C)[C@@H]3C4=C(CN2C(=O)OC(C)(C)C)[C@H](C)[C@H](CO)[C@H](CO)[C@H]4CC[C@H]13
  -8.9% | -1.3% | . | . | . | 13.1% | . | . | -1.2% | -5.0% | .
O=S(=O)(Nc1ccc2c(c1)OCCO2)c1cccc2cccnc12
  -2.7% | -0.3% | ? | 5.7% | i | 10.1% | i | i | 1.1% | 0.4% | i
COc1ncc2nc(-c3cc(F)cc(F)c3)c(=O)n(CCC#N)c2n1
  -4.6% | -3.9% | i | 23.0% | ? | -4.9% | i | ? | 0.3% | -1.1% | ?
CCn1cc(C(=O)NCc2ccco2)c2cc(OC)c(OC)cc2c1=O
  -0.6% | 0.1% | i | 2.9% | i | 0.0% | i | i | -0.4% | -0.2% | i
Cc1cc(SCC(=O)c2ccccc2)nc2ccccc12
  -1.4%[11.5 µM] | -0.1%[15.4 µM] | i | . | ? | 9.3%[11.4 µM] | i | i | 0.1%[15.4 µM] | -5.0%[11.5 µM] | i
CCCS(=O)(=O)N1CCCC(C(=O)NCCCN(C)Cc2ccccc2)C1 (stereo unspecified)
  2.2% | -0.3% | ? | -3.9% | i | 3.9% | i | i | 1.0% | 2.5% | i
COc1cccc(CNC(=O)c2cc3oc4ccccc4c3n2C)c1OC
  -2.8% | -1.1% | i | 4.0% | ? | 15.0% | i | i | -0.5% | -6.0% | i
COc1ccccc1N1CCN(C(=O)CSc2ncccc2-c2nc3ccccc3[nH]2)CC1
  -11.4% | 7.0% | i | 34.3%[activator] | ? | 7.8% | i | 1.14e-07M* | 1.7% | -10.8% | 1.29e-07M*

This is a subset; count on the stated rates, not on these rows.
